Screening data deposited in PubChem BioAssay by several laboratories.
Dynein transport = inhibitors of GR-EGFP nuclear translocation, primary screen, dynein cargo transport inhibitor project, imaging, high-content, 3617.4 mouse cells; test concentration mostly 20 µM; stimulated with dexamethasone, 1 µM; stronger effect = lower value; hit rate 0.47% among 220,000; z-score, hits read low;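 active = plate z-score of nuclear minus cytoplasmic receptor signal below a set negative limit, without overly bright fluorescence or cell loss, cut at about -3.5 in these data, passing the limit was not always enough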;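 note: z-score of nuclear minus cytoplasmic ring GR-EGFP intensity difference per well; some compounds called inactive have numbers as strong as hits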
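Buffer or medium: tet-free medium with charcoal-stripped serum / Also added: dexamethasone agonist, 1.0 µM final, for 30 min / Timing: induction 48 h, compound 1 h, agonist 30 min / Measured by: high-content fluorescence imaging after fixation / Read-out: nuclear-to-cytoplasmic GR-EGFP distribution per well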
MT stabilizer = microtubule stabilizers in HeLa cells, primary screen, imaging, high-content imaging. % tubulin-high responders, % at 10 µM. AID 2205, 2009. HeLa tubulin immunostaining HCS, 24 h; share of cells brighter than vehicle mean+2SD. hit rate 0.83% among 200,000;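 active = plate Z-score above 3 for both tubulin-high and condensed-nucleus cell shares, with cell loss under 80%, at 10 µM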;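 note: anti alpha tubulin signal scored within the nucleus-defined area of each cell; some results filed as inactive read as strong as hits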
HEK293 NOD2/NF-kB = NOD2 signaling inhibitors, cell-based, luminescence, uHTS, HEK293 (AID 1566); HEK293 NOD2/NF-kB luciferase reporter, luminescence; higher % means a stronger effect; inhibition, % at 4 µM, or EC50 in µM where a hit was titrated; hit rate 0.63% among 290,000; in the data active = inhibition above about 50%; note: many of its hits are not listed in these tables
Autophagy HCS = autophagy modulators in MEF cells, primary screen, imaging, high-content, MEF GFP-LC3 | MEF GFP-LC3 puncta imaging; test concentration mostly 10 µM | calls only at 10 µM (by protocol) | hit rate 0.98% among 190,000;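 active = percentage of spot-positive cells more than 3 SD above its plate mean, without a fluorescence outlier flag or 80% toxicity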;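 note: spot-positive cell cutoff set from DMSO-treated cells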
P. falciparum M17LAP = P. falciparum M17LAP inhibitors, primary screen, biochemical, fluorogenic H-Leu-NHMec substrate, 1536-well (AID 1619). Leucine aminopeptidase (Plasmodium falciparum (isolate 3D7)). recombinant M17LAP, H-Leu-NHMec fluorogenic kinetic assay; higher % means a stronger effect. inhibition, % at 30 µM, or IC50 in µM where a hit was titrated. hit rate 0.38% among 220,000;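 active = compound inhibiting the enzyme by more than half at any dose during confirmatory dose-response retesting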;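 note: plate controls were full reaction with DMSO carrier for no effect and no enzyme background for full effect; strong numbers were not always called active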
NOD1 NF-kB reporter = NOD1 signaling inhibitors, primary screen, cell-based, luminescence, uHTS (AID 1578); NOD1-driven NF-kB luciferase reporter cells, luminescence; higher % means a stronger effect; one-dose inhibition, % at 4 µM; EC50 in µM for titrated hits; hit rate 1% among 290,000; in the data active = inhibition mostly above about 36%, no sharp cut-off; inactive = mostly below about 34%;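 note: HEK-293T reporter cells stimulated with the NOD1 agonist gamma-tri-DAP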
Insulin prom up = insulin promoter activators in MIN6 cells, imaging, high-content screening, mouse beta cells | MIN6 insulin promoter-GFP reporter; stronger effect = higher value | z-score at 5 µM | hit rate 0.3% among 190,000 | AID 1625, 2009;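 active = z-score above 3 at 5 µM with at least 500 cells counted in the well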
b-catenin transl = modulators of beta-catenin nuclear translocation, primary screen, imaging, HeLa cells, immunofluorescence, high-content; nuclear translocation activity, % at 5 µM; hit rate 0.3% among 190,000;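 active = nuclear translocation activity above 50% at 5 µM, with a well cell count of 50 or more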;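 note: per-cell ratio of nuclear to cytoplasmic median beta-catenin stain intensity; plate controls were DMSO negative control for no effect and GSK-3 inhibitor IX positive control for full effect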
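Signal – beta-catenin immunofluorescence imaging with DAPI · Test system – human HeLa cell line · Dosing – 5 µM primary single dose, 0.1% DMSO, 0.02–20 µM confirmation series · Measure – % activation, nuclear-to-cytoplasmic median beta-catenin signal ratio per cell · Incubation – 24 h compound exposure at 37°C, 5% CO2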
Yfh1-off respiration = enhancers of respiration in Yfh1-depleted yeast, dose response, Friedreich's ataxia, plus single-dose screen (AID 1465); S. cerevisiae Yfh1-off respiration, WST-1 reduction, 72 h; higher fold induction means a stronger effect; fold induction at 50 µM; hits with a dose series show EC50 in µM; hit rate 0.074% among 220,000;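 active = fold induction of absorbance versus untreated yeast above a set limit, then at least 30% activation at any dose in follow-up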;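 note: activators that raise dye reduction in frataxin-depleted yeast; strong numbers were not always called active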
Dynein transport cytoplasmic EGFP = second read-out of Dynein transport, no call of its own (marks repeat the call); z-score; measured here: cytoplasmic GR-EGFP intensity; stronger effect = higher value
Dynein transport nuclear GR-EGFP = also measured in Dynein transport; calls as there; z-score; measured here: nuclear GR-EGFP intensity;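 lower value marks the stronger effect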
Dynein transport cell count = second read-out of Dynein transport, no call of its own (marks repeat the call); z-score; measured here: cell count per field
Insulin prom up cell count = further read-out of Insulin prom up, marked with its call; cell count; measured here: cytotoxicity, nuclei count;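 total cells summed across four imaged fields per well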
b-catenin transl cell count 5 µM = second read-out of b-catenin transl, no call of its own (marks repeat the call); cell count; measured here: cell count, cytotoxicity flag
MT stabilizer Hoechst-high % = second read-out of MT stabilizer, no call of its own (marks repeat the call); % Hoechst-high responders; measured here: nuclear condensation Hoechst responders;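 share of cells brighter than vehicle mean plus two SD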
MT stabilizer cytotoxicity % = recorded beside MT stabilizer, whose call it bears; toxicity, %; measured here: cytotoxicity by cell density;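 0% = mean cell density of plate MIN control wells and 100% = no cells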
Autophagy HCS cell loss 18 h = second read-out of Autophagy HCS, no call of its own (marks repeat the call); toxicity, %; measured here: cell loss, nuclei count;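 cell loss after 18 h compound exposure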
Starred values were filed as active, the others as inactive; i = inactive; · = no result given; + = active, no number. Not all compounds are listed; count on the stated rates, not on these rows.

SMILES	Dynein transport	Dynein transport cytoplasmic EGFP	Dynein transport nuclear GR-EGFP	Dynein transport cell count	MT stabilizer	MT stabilizer Hoechst-high %	MT stabilizer cytotoxicity %	HEK293 NOD2/NF-kB	Autophagy HCS	Autophagy HCS cell loss 18 h	P. falciparum M17LAP	NOD1 NF-kB reporter	Insulin prom up	Insulin prom up cell count	b-catenin transl	b-catenin transl cell count 5 µM	Yfh1-off respiration
Cc1nc(-c2ccc(Cl)cc2)sc1C1(C)CC(c2ccc(OC(F)(F)F)cc2)=NO1 (stereo not given)	1.2	-0.8	0.5	-0.23	·	·	·	-51%	·	·	4%	-11%	0.03	790	-0.8	1350	i
CCOc1cc(C2C(C(C)=O)=C(O)C(=O)N2CCc2c[nH]c3ccccc23)ccc1O (stereo not given)	-0.089	-0.28	-0.086	1.6	3.0	3.3	6.4	1%	i	48	37%	-19%	0.44	1415	1.6	1522	i
Cc1onc(-c2c(Cl)cccc2Cl)c1NC(=O)N1CCSCC1	0.023	-0.2	-0.17	0.075	·	·	·	16%	·	·	-1%	6%	-0.17	1045	2.3	1303	i
COc1cc(N(C)C)c([N+](=O)[O-])cc1C(=O)N1CCOCC1	1.7	-0.14	1.8	-1	3.3	2.1	10	16%	i	-7	·	-18%	0.33	1419	-1.2	1045	i
Cc1cc(C)n(C(=O)CNC(=O)CCc2ccccc2)n1	-0.097	-0.46	0.27	0.8	5.9	2.8	5.3	8%	i	12	8%	5%	1.4	1247	0.0	823	i
CC(C)C[C@H](NC(=O)Nc1ccccc1F)C(=O)O	-0.28	-0.25	-0.072	0.33	1.3	0.7	8.9	7%	i	35	6%	0%	0.69	839	·	·	i
CCCCNS(=O)(=O)c1cccc(S(=O)(=O)N2CCCC2)c1	0.23	0.34	1	-0.41	5.4	1.6	0.9	-1%	i	23	-1%	-7%	0.13	979	-3.1	981	i
O=C(/C=C1\NC2(CCCC2)Cc2ccccc21)N1CCOCC1	-1.1	-0.23	-0.36	0.44	2.5	0.2	30	-2%	i	0	10%	-16%	·	·	-0.7	1012	i
CCn1cc(C(=O)NCCCOC)c(=O)c2cc(S(=O)(=O)N(C)C3CCCCC3)ccc21	-0.59	-0.21	-0.26	0.0077	7.0	1.4	5.3	2%	·	·	5%	-11%	-1	1515	-2.2	1121	i
CCCCCC(=O)Nc1ccc2oc(-c3ccncc3)nc2c1	0.22	1.5e-05	0.72	-0.66	4.2	3.1	5.2	8%	i	1	6%	-19%	0.19	1250	-3.2	1025	i
Cc1onc(-c2ccccc2Cl)c1C(=O)OCC(=O)c1ccccc1	0.2	-0.32	0.28	0.31	1.8	1.2	8.3	8%	i	-6	9%	4%	0.34	964	5.2	941	i
CCOC(=O)c1nc(-c2ccc3c(c2)OCO3)[nH]c1C	1.2	-0.18	0.99	-0.48	27*	10*	43*	16%	i	-1	-1%	-12%	-0.33	839	-4.2	1209	i
Oc1c(C(Nc2nccs2)c2ccc(C(F)(F)F)cc2)ccc2cccnc12 (stereo not given)	0.55	-0.18	0.62	-1.1	7.1	0.7	37	-46%	i	30	-5%	6%	·	·	-0.9	1113	i
O=C(CN1CCN(C(=O)c2cccc(F)c2)CC1)Nc1ccccc1F	-0.3	-0.22	-0.2	0.69	2.2	2.3	6.8	20%	i	1	-5%	6%	0.71	1082	0.9	588	i
CN(C)c1ccc(/C=N/NC(=O)CCC(=O)NCc2ccccc2)cc1	-0.35	-0.3	-0.4	0.4	4.5	3.8	5.4	7%	i	-1	-34%	-11%	0.05	1108	-0.4	557	i
Cc1cc(C)c(NC(=O)COC(=O)Cc2ccsc2)c(C)c1	-0.5	-0.15	-0.31	0.14	2.0	2.6	4.0	-7%	i	4	7%	-17%	0.56	1127	-2.9	1177	i
CCOC(=O)CCS(=O)(=O)c1nc(-c2ccccc2)cc(C(F)(F)F)n1	-1.8	0.94	-1.7	1.4	2.5	1.9	2.7	11%	i	1	3%	·	0.52	1146	-1.4	1073	i
O=S1(=O)CCN2C(Cc3ccc(SC(F)F)cc3)=CSC2=N1	-1.2	-0.2	-0.42	0.52	2.8	2.5	12	-7%	i	1	1%	9%	0.6	1228	-6.4	1046	i
O=C1NC(c2cccc(Br)c2)=N/C1=C\c1ccco1	-0.11	-0.17	-0.0026	-0.29	2.4	2.1	5.8	3%	i	-5	13%	-13%	1.1	1300	-0.7	884	i
CCCCOC(=O)c1ccc(NC(=O)C(=O)NCc2ccco2)cc1	0.58	-0.16	0.49	-0.39	4.2	1.8	3.2	12%	i	1	-2%	-15%	-1.6	1398	-1.2	1064	i
COc1ccccc1/C=N/NC(=O)CNC(=O)c1ccccc1	-0.3	-0.2	-0.25	0.7	·	·	·	8%	·	·	5%	-6%	·	·	1.2	1305	i
COc1ccc(-c2ccc(SCC(=O)Nc3cc(C)on3)nn2)cc1OC	-1.4	-0.22	-0.48	2.1	3.0	1.3	6.3	6%	i	11	6%	-41%	-0.05	1324	-4.9	1229	i
CCC(CC)c1nc(NCCC(=O)O)c2ccccc2n1	3.7	-0.061	1.9	-1.9	1.6	1.6	7.3	7%	i	0	-2%	-13%	-0.24	1387	-3.7	977	i
COc1ccc(/C=C2/CC/C(=C\c3ccc(OC)c(OC)c3OC)C2=O)c(OC)c1OC	0.26	0.097	-0.2	-0.22	2.5	1.7	1.4	24%	i	10	-3%	4%	-0.03	1067	-0.6	917	i
Cc1ccc(NC(=O)c2cc(N3C(=O)C4CC=CCC4C3=O)ccc2N2CCOCC2)cc1Cl (stereo not given)	0.1	-0.27	-0.83	-0.054	1.8	1.1	1.5	-2%	i	-2	4%	5%	-0.08	1680	0.5	1403	i
CC(C)N(c1ccccc1)c1ccc(NC(=O)CCl)cc1	-1.1	-0.21	-0.21	0.48	5.7	2.7	5.9	-35%	i	3	11%	95%*	-0.31	1063	2.1	1085	i
O=C(Nc1cccc(F)c1)C1CCN(C(=O)c2ccc(Br)cc2)CC1	-0.67	0.17	-0.076	0.16	0.6	0.9	5.8	-2%	i	0	-3%	-16%	·	·	-2.2	1193	i
CC1=C(C(=O)N(C)C)C(c2ccc(N3CCOCC3)cc2)NC(=O)N1 (stereo not given)	-0.88	-0.22	-0.54	1	2.2	2.9	5.3	-2%	i	0	0%	-11%	0.29	1171	-2.0	1023	i
Cc1cc(C(=O)NCc2ccco2)cs1	-0.97	-0.2	-0.16	0.84	4.3	2.8	8.9	3%	i	-10	-1%	-15%	0.64	1231	-1.4	1085	i
CCCCCCCCC(=O)NC(NC(=S)N1CCOCC1)C(Cl)(Cl)Cl (stereo not given)	0.85	-0.19	0.63	-0.91	3.6	1.8	9.8	0%	i	-4	-1%	-5%	-0.05	1202	-1.2	1186	i
CC(=O)N1CCc2cc(S(=O)(=O)NCCC(=O)N3CCN(Cc4ccccc4)CC3)ccc21	3.1	-0.17	1.3	-1.5	3.5	1.7	1.5	9%	+	14*	2%	16%	-0.66	747	-6.0	1032	i
Cc1ccc(SCC(=O)Nc2ccc(C(=O)Nc3ccc(O)cc3)cc2)cc1	-0.23	-0.38	-0.029	1.2	2.5	1.6	4.4	-6%	i	-10	-5%	17%	2.2	1439	-1.0	1487	i
O=C(NC(=S)Nc1ccccc1N1CCCC1)c1ccc(-c2cccc([N+](=O)[O-])c2)o1	-0.56	-0.23	-0.93	0.5	4.1	2.1	8.8	15%	i	9	1%	26%	0.04	1205	5.4	1433	i
O=C(Nc1ccc(-c2cc3ccccc3oc2=O)c(Cl)c1)c1cccnc1	-0.4	0.54	0.35	2.4	3.6	1.7	4.0	9%	i	-27	-10%	·	0.52	1066	1.1	1359	i
COc1ccc(/C=N/NC(=O)c2cc(=O)[nH]c3ccccc23)cc1OC	-1.9	0.07	-1	2.5	3.1	2.1	5.2	-5%	i	3	-3%	-29%	-0.25	1082	0.6	1118	i
Cc1ccc(Sc2cc(NCCCO)c([N+](=O)[O-])c3nonc23)cc1	0.68	1.6	1.3	-2.6	·	·	·	2%	·	·	-4%	2%	·	·	0.2	1284	i
Cc1ccc(Cn2c(=N)c(C(=O)NCc3ccco3)cc3c(=O)n4ccccc4nc32)cc1	-1.5	0.068	-1.1	1.4	4.9	2.6	0.2	12%	i	6	-19%	-16%	·	·	·	·	·
CC(/C=C/c1ccccc1)=N/NC(=O)CCC(=O)Nc1ccccc1C	-0.49	-0.17	-0.34	-0.39	5.5	1.5	1.1	9%	i	-4	-7%	17%	-0.12	1156	-1.0	909	i
O=C(CNC1CCCCC1)Nc1ccc([N+](=O)[O-])cc1C(=O)Nc1ccccc1F	-1.2	-0.23	-0.2	0.53	0.2	4.6	4.6	3%	i	-6	2%	2%	-0.33	1146	2.1	1036	i

One compound at a time, from the list above. Order of values: Dynein transport, Dynein transport cytoplasmic EGFP, Dynein transport nuclear GR-EGFP, Dynein transport cell count, MT stabilizer, MT stabilizer Hoechst-high %, MT stabilizer cytotoxicity %, HEK293 NOD2/NF-kB, Autophagy HCS, Autophagy HCS cell loss 18 h, P. falciparum M17LAP, NOD1 NF-kB reporter, Insulin prom up, Insulin prom up cell count, b-catenin transl, b-catenin transl cell count 5 µM, Yfh1-off respiration
COc1ccc(/C=N/NC(=O)c2cc(=O)[nH]c3ccccc23)cc1OC reads -1.9, 0.07, -1, 2.5, 3.1, 2.1, 5.2, -5%, i, 3, -3%, -29%, -0.25, 1082, 0.6, 1118, i
Cc1ccc(Sc2cc(NCCCO)c([N+](=O)[O-])c3nonc23)cc1 reads 0.68, 1.6, 1.3, -2.6, ·, ·, ·, 2%, ·, ·, -4%, 2%, ·, ·, 0.2, 1284, i
